From PubChem BioAssay
All columns: NCI-60 one-dose screen, growth in % after 48 h at 10 µM unless noted; 100 = growth as untreated, 0 = no growth, -100 = all killed.
MDA-MB-435: MDA-MB-435 melanoma; 82,000 compounds, 7.8% hits
UACC-257: UACC-257 melanoma; 78,000 compounds, 4.4% hits
SK-MEL-2: SK-MEL-2 melanoma; 77,000 compounds, 4.7% hits; AID 1794763
SK-MEL-5: SK-MEL-5 melanoma | 80,000 compounds, 6.4% hits
SK-MEL-28: SK-MEL-28 melanoma | 81,000 compounds, 4.1% hits | AID 1794761
LOX IMVI: LOX IMVI melanoma | 79,000 compounds, 7.4% hits | AID 1794757
MALME-3M: MALME-3M melanoma; 78,000 compounds, 5.8% hits; AID 1794766
UACC-62: UACC-62 melanoma. 81,000 compounds, 5.4% hits
The depositor's hits bear a star; x = not tested or not shown; & = joins results of further samples; ! = a repeat was not active. How the source made its calls: active means growth percent below 10; inactive means the rest. Not all compounds are listed; the hit share may differ from the screen's.

SMILES	MDA-MB-435	UACC-257	SK-MEL-2	SK-MEL-5	SK-MEL-28	LOX IMVI	MALME-3M	UACC-62
CN1C(=O)[C@@H](NC(=O)c2cc3ccccc3[nH]2)N=C(c2ccccc2)c2ccccc21	27	70	80	58	49	59	69	25
Cc1ccncc1/C=N/O	101	91	95	105	106	97	102	102
O=C(CF)NC(Cc1c[nH]c2ccccc12)C(=O)O (centres undefined)	109	102	139	102	132	102	114	92
ClC(CN1CCCCC1)C(Cl)c1ccccc1 (centres undefined)	103	69	96	102	109	99	91	93
c1ccc2c(C3N4CCCN3CC4)c[nH]c2c1 (centres undefined)	99	103	108	100	108	85	76	100
NC(CO)Cc1ccccc1 (centres undefined)	105	86	98	106	105	98	102	95
Cc1ccc(O)cc1C	106	97	100	108	121	95	91	97
CC1CN1P(=S)(c1ccccc1)N1CC1C (centres undefined)	95&113	98&83	101&108	98&105	114&113	94&106	92&106	96&101
COCOCP(=O)(OC)OC	100	102	94	104	118	93	103	95
Clc1ccc(Cn2c(-c3cscn3)nc3ccccc32)cn1	120	111	100	111	123	101	103	104
CC12CC=CCC1CCC1C2CCC2(C)C(c3ccc(=O)oc3)CCC12O (centres undefined)	-89*	-53*	-34*	-48*	-34*	-78*	-52*	-73*
OCC1CN1C1CCCCC1 (centres undefined)	111	95	100	98	113	97	95	105
O=C(O)C(O)(c1ccc(Cl)cc1)C1(O)CCCC1 (centres undefined)	105	109	94	97	101	98	99	104
N#CC(C#N)=Cc1c[nH]c2ccccc12	97	96	104	98	104	94	90	97
Clc1ccc(CO/N=C(\Cn2ccnc2)c2ccc(Cl)cc2Cl)c(Cl)c1	-13*	6.7*	-48*	-94*	28	-47*	-51*	1.2*
[N-]=[N+]=CC(=O)OCC(N)C(=O)O (centres undefined)	26	49	55	23	60	14	82	29
O=[As]c1ccc(C(=O)O)cc1 (centres undefined)	103	95	111	101	106	57	104	97
COc1ccc(NN)cc1	108	112	102	108	112	86	119	56
CCN(CC)CC(O)c1ccc(Cl)c(Cl)c1 (centres undefined)	100	102	104	104	104	96	103	99
CC1CCCN(C(c2ccccc2)C(O)c2ccccc2)C1 (centres undefined)	98	95	99	99	114	93	110	105
CC[C@H](C)[C@@H]([C@@H](CC(=O)N1CCC[C@H]1[C@H](OC)[C@@H](C)C(=O)N[C@H](C)[C@@H](O)c1ccccc1)OC)N(C)C(=O)[C@@H](NC(=O)[C@@H](NC)C(C)C)C(C)C	2.4*	66	42	-38*	63	20	56	47
CCCC(C)(COC(N)=O)COC(=O)NC1CC1 (centres undefined)	118	95	103	108	122	100	115	97
Clc1ccc(CSSC(Cl)(Cl)Cl)cc1	102	93	x	104	109	97	95	101
COc1cc(OC)c(S(=O)(=O)N(CCCl)CCCl)cc1C1=NN(C(N)=S)C(c2ccc(Cl)cc2)C1 (centres undefined)	93	87	85	92	97	104	84	70
C1CC[N-]CC1.C1CC[N-]CC1.C1CC[N-]CC1.C1CC[N-]CC1.[Cl][Rh][Cl]	46	x	57	54	57	62	64	49
The list goes on:
SMILES	MDA-MB-435	UACC-257	SK-MEL-2	SK-MEL-5	SK-MEL-28	LOX IMVI	MALME-3M	UACC-62
O=C1CC2(CC3(Cl)C(Cl)=C(Cl)C2(Cl)C3(Cl)Cl)C(=O)O1 (centres undefined)	103	107	121	102	112	x	101	112
CCOC(=O)C1C2c3ccccc3C(C1C(=O)OCC)[n+]1ccccc12 (centres undefined)	118	106	106	103	112	103	103	97
Cc1cc(N)ccc1N	116	97	104	97	107	98	105	103
CC(=O)OC1C(OC/C2=C/C3[C@@H](C(C)C)CC=C(C)[C@@H]3CC(OC(=O)/C=C/c3cn(C)cn3)[C@]3(C)C=C[C@@]2(O)O3)OCC(O)C1O (some centres undefined)	-52*	61	46	7.5*	46	35	48	26
O=C1CC(=O)N(c2ccccc2)C(=O)N1	103	111	98	107	107	99	x	101
ClCCN(CCCl)c1ccc(/C=C/c2ccccc2)cc1	95	91	x	95	97	95	92	88
CC12OOC(c3ccccc31)c1c2ccc2ccccc12 (centres undefined)	46	-17*	72	62	x	-91*	-88*	60
COc1ccc(/C=C(/C(=O)N2CCCC2)c2cc(OC)c(OC)c(OC)c2)cc1N	-40*	54	43	20	61	35	x	42
Cn1c(O)c(/C=C2\C=c3ccccc3=NC2=O)c(=O)n(C)c1=O	100	93	104	102	106	90	95	96
CC1=CC(O)C(O)C2(C)C1CC1OC(=O)CC3C(C)C(O)C(=O)C2C13CO (centres undefined)	101	107	99	99	97	85	x	87
CCCCOCCOP(OCCOCCCC)OCCOCCCC	105	102	119	103	101	108	93	94
CC1CC2CC(=O)CCC2(C)C2CCC3(C)C(CCC3(C)O)C12 (centres undefined)	85	103	103	x	120	101	131	86
O=C1Nc2ccsc2C(c2ccccc2)=N[C@H]1Cc1ccccc1	32	96	73	72	89	91	77	67
CCCC(=O)NC1=C(N2CC2)C(=O)C(NC(=O)CCC)=C(N2CC2)C1=O	105	93	132	54	106	59	93	64
Oc1cc(Cl)ccc1Oc1ccc(Cl)cc1Cl	15	21	17	-32*	47	12	5.9*	24
O=P(Oc1cccc2ccccc12)(N1CC1)N1CC1	100	105	116	101	109	97	100	92
Cc1cc([N+](=O)[O-])ccc1S(=O)(=O)F	101	99	106	105	107	96	96	108
O=[N+]([O-])c1ccc(OP(=O)(O)Oc2ccc([N+](=O)[O-])cc2)cc1	116	96	124	108	114	103	134	101
NC(=O)CNc1ccc([As]=[As]c2ccc(NCC(N)=O)cc2)cc1 (centres undefined)	62	37	34	24	75	26	47	26
O=C(CCCCCCC(=O)Nc1ccc(N(CCCl)CCCl)cc1)NO	45	19	49	-57*	35	-20*	19	14
Nc1nnnc2nc[nH]c12	-12*	x	-17*	34	15	6.6*	35	-51*
C/C(Cc1ccc(Cl)cc1)=C(\c1ccc(OCCN2CCOCC2)cc1)c1ccc(OC(=O)Cc2ccccc2)cc1	99	86	85	96	100	97	99	85
O=C(NCCCCC(c1ccc(F)cc1)c1ccc(F)cc1)Nc1ccc([N+](=O)[O-])c(C(F)(F)F)c1	-21*	-16*	-71*	-100*	16	-74*	-26*	-15*
CCCCCN(CCCCC)CC(O)c1ccc(Cl)c(C)c1Cl (centres undefined)	103	100	105	x	102	92	87	111
Cc1[nH]c2ccccc2c1CN(C)C	100	x	110	101	112	93	105	102

Full records, quoted from the list. Values in the order: MDA-MB-435	UACC-257	SK-MEL-2	SK-MEL-5	SK-MEL-28	LOX IMVI	MALME-3M	UACC-62
C/C(Cc1ccc(Cl)cc1)=C(\c1ccc(OCCN2CCOCC2)cc1)c1ccc(OC(=O)Cc2ccccc2)cc1 in the list: 99	86	85	96	100	97	99	85
O=C(NCCCCC(c1ccc(F)cc1)c1ccc(F)cc1)Nc1ccc([N+](=O)[O-])c(C(F)(F)F)c1 in the list: -21*	-16*	-71*	-100*	16	-74*	-26*	-15*
O=[N+]([O-])c1ccc(OP(=O)(O)Oc2ccc([N+](=O)[O-])cc2)cc1 in the list: 116	96	124	108	114	103	134	101
O=C1CC(=O)N(c2ccccc2)C(=O)N1 in the list: 103	111	98	107	107	99	x	101

Next section.
SMILES	MDA-MB-435	UACC-257	SK-MEL-2	SK-MEL-5	SK-MEL-28	LOX IMVI	MALME-3M	UACC-62
CN(C)C(C)(C)C(O)c1ccccc1 (centres undefined)	105	x	101	107	105	101	114	98
CN(C)NP(=O)(NN(C)C)NN(C)C	108	106	112	112	115	100	x	105
CC(Br)c1ccccc1 (centres undefined)	105	112	115	99	112	99	113	101
NC(=O)Nc1ccc([As](Sc2ccccc2C(=O)O)Sc2ccccc2C(=O)O)cc1	101	89	102	95	96	90	101	90
COc1ccc(C(=O)c2ccc([As]=O)cc2)cc1 (centres undefined)	-81*	-96*	-94*	-100*	-87*	-97*	-87*	-82*
O=C(O)c1ccc(Cl)nc1	103	91	106	97	109	99	x	x
Cc1ccc(S(=O)(=O)F)cc1	113	98	95	96	120	96	99	93
CC1(C)CC2(CC(C)(C)c3cc(O)c(O)cc32)c2cc(O)c(O)cc21	85	109	110	92	97	95	101	83
CCCCn1cc(C(=O)/C(C#N)=C/c2cc3cc(C)ccc3nc2Cl)c2ccccc21	109	100	102	x	111	86	86	80
O=C(OCCCc1ccccc1)C(Cl)(Cl)Cl	103	101	103	95	102	105	108	103
CCc1nn[nH]n1	103	121	110	93	113	102	111	99
CC(C)(O)CNC1CCCCC1	111	100	102	112	128	101	107	112
CC(C)(C)N1Oc2ccncc2C1c1ccccc1 (centres undefined)	107	129	105	106	118	99	99	113
Cc1cccc(C)c1OC(=O)C(Cl)(Cl)Cl	95	99	121	99	108	100	113	97
CC(Cl)(Cl)C(=O)O	92	102	104	101	102	111	96	105
CCCC(=O)C1(c2ccccc2)CCNCC1	x	105	110	109	117	94	94	109
NCCc1c[nH]c2ccccc12	106	98	106	90	106	92	82	94
S=P1(Oc2ccccc2)OCCO1	115	101	107	103	110	109	104	103
CC[PH+](CC)CC.O=COC1OC([S-])C(OC=O)C(OC=O)C1OC=O.[Au+] (centres undefined)	-72*	-84*	-72*	-97*	-92*	-89*	-92*	-99*
C/C(=N/OC(=O)N(C)C)c1ccc(Cl)cc1Cl	96	101	89	103	110	98	98	99
CC[C@]12C=CCN3CC[C@@]4(c5ccc(OC)cc5N(C)[C@H]4[C@@](O)(C(=O)OC)[C@@H]1O)[C@@H]32	89	97	116	91	92	97	91	91
Cn1cnnc1[S-].[Au+].c1ccc([PH+](c2ccccc2)c2ccccc2)cc1	11	23	0.8*	-10.0*	10	-49*	-38*	-15*
CC[C@H](C)[C@H](NC(=O)c1ccccn1)C(=O)N(C)[C@H](C[C@@H](OC(C)=O)c1nc(C(=O)NC23C4C5C2C2C3C4C52C(=O)OC)cs1)C(C)C (some centres undefined)	45	87	91	77	95	70	68	84
CNC(C)(C)Cc1ccccc1	99	91	119	89	106	102	104	98
COC(=O)c1ccc(NC(=O)Oc2ccc(N(CCCl)CCCl)cc2)cc1	75	69	113	74	86	43	71	61
Other structures
SMILES	MDA-MB-435	UACC-257	SK-MEL-2	SK-MEL-5	SK-MEL-28	LOX IMVI	MALME-3M	UACC-62
c1ccc(CC(c2ccccc2)N2CCCCC2)cc1 (centres undefined)	102	103	98	118	103	96	x	107
CCC(Br)(CC)C(N)=O	108	x	118	101	106	102	107	94
CN(C)[C@@H]1C(=O)C(C(=O)NCN(CCCl)CCCl)=C(O)[C@@]2(O)C(=O)C3=C(O)c4c(O)cccc4[C@@](C)(O)[C@H]3C[C@@H]12	94&98	91&102	83&80	86&90	86&97	79&78	112&102	80&79
CNC(=O)Oc1ccc(Cl)cc1SSc1cc(Cl)ccc1OC(=O)NC	75	79	77	43	82	86	78	50
CC(C)[C@]12CC(=O)[C@@H](C)[C@@H]1C2	102	114	107	102	103	107	95	105
CN1CCc2cc3c(cc2C1O)OCO3 (centres undefined)	102&38	111&99	108&76	-14*!	115&95	102&71	89&31	95&34
O=C(O)c1ccc(=O)[nH]c1	103&106	x	102&85	100&101	110&106	93&103	104&109	99&89
c1cc2c(c3c1CCNC3)OCO2	106	79	101	101	109	96	95	100

By substructure, the entries above containing four or more nitrogen atoms
SMILES	MDA-MB-435	UACC-257	SK-MEL-2	SK-MEL-5	SK-MEL-28	LOX IMVI	MALME-3M	UACC-62
CN1C(=O)[C@@H](NC(=O)c2cc3ccccc3[nH]2)N=C(c2ccccc2)c2ccccc21	27	70	80	58	49	59	69	25
Clc1ccc(Cn2c(-c3cscn3)nc3ccccc32)cn1	120	111	100	111	123	101	103	104
CC[C@H](C)[C@@H]([C@@H](CC(=O)N1CCC[C@H]1[C@H](OC)[C@@H](C)C(=O)N[C@H](C)[C@@H](O)c1ccccc1)OC)N(C)C(=O)[C@@H](NC(=O)[C@@H](NC)C(C)C)C(C)C	2.4*	66	42	-38*	63	20	56	47
COc1cc(OC)c(S(=O)(=O)N(CCCl)CCCl)cc1C1=NN(C(N)=S)C(c2ccc(Cl)cc2)C1 (centres undefined)	93	87	85	92	97	104	84	70
C1CC[N-]CC1.C1CC[N-]CC1.C1CC[N-]CC1.C1CC[N-]CC1.[Cl][Rh][Cl]	46	x	57	54	57	62	64	49
CCCC(=O)NC1=C(N2CC2)C(=O)C(NC(=O)CCC)=C(N2CC2)C1=O	105	93	132	54	106	59	93	64
NC(=O)CNc1ccc([As]=[As]c2ccc(NCC(N)=O)cc2)cc1 (centres undefined)	62	37	34	24	75	26	47	26
Nc1nnnc2nc[nH]c12	-12*	x	-17*	34	15	6.6*	35	-51*
CN(C)NP(=O)(NN(C)C)NN(C)C	108	106	112	112	115	100	x	105
CCc1nn[nH]n1	103	121	110	93	113	102	111	99
CC[C@H](C)[C@H](NC(=O)c1ccccn1)C(=O)N(C)[C@H](C[C@@H](OC(C)=O)c1nc(C(=O)NC23C4C5C2C2C3C4C52C(=O)OC)cs1)C(C)C (some centres undefined)	45	87	91	77	95	70	68	84
